Compound activity as filed in PubChem.
SRC3 inh = SRC3 coactivator transcriptional activity inhibitors, primary screen, cell-based, luminescence; HEK293 GAL4-SRC3 luciferase reporter; inhibition, % at 3.6 µM; actives 0.17% (n = 360,000); AID 588352, 2011;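 active = inhibition above a per-campaign cutoff, the mean of all compounds plus 3 SD, cut at about 60% in these data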;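 also: 0% = DMSO-treated cells and 100% = gossypol-treated cells at 36 µM; higher means less SRC3-driven luciferase light from the GAL4 reporter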
LMP1 NFkB inh = EBV LMP1-driven NF-kappaB luciferase reporter inhibitors, primary screen, cell-based, luminescence, single point | inhibition, % at 12.5 µM | LMP1-induced NF-kappaB luciferase reporter cells | actives 0.69% (n = 350,000); in the data active = inhibition above about 41%;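 also: 0% = neutral control wells and 100% = reference inhibitor control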
TLR9-MyD88 block = inhibitors of TLR9-MyD88 association in cells, primary screen, cell-based, CHO, BLA complementation, fluorescence; inhibition, % at 4.98 µM; Toll-like receptor 9 (Homo sapiens) + Myeloid differentiation primary response protein …; actives 0.21% (n = 340,000); CCF4 FRET ratio;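 active = inhibition above the mean over all tested compounds plus 3 SD, cut at about 21% in these data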;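 also: 0% = DMSO only wells and 100% = clavulanate BLA inhibitor control wells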
Target sequence (Q99836 whole entry, looked up): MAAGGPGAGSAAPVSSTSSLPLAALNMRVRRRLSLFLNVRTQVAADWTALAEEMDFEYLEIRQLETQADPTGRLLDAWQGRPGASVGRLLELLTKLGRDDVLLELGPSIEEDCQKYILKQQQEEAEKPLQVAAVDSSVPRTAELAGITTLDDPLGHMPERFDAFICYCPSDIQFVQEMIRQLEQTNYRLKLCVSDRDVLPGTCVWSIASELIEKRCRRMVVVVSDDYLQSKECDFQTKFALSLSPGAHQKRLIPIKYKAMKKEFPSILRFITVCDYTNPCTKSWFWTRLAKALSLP
Target sequence (Q9NR96 whole entry, looked up): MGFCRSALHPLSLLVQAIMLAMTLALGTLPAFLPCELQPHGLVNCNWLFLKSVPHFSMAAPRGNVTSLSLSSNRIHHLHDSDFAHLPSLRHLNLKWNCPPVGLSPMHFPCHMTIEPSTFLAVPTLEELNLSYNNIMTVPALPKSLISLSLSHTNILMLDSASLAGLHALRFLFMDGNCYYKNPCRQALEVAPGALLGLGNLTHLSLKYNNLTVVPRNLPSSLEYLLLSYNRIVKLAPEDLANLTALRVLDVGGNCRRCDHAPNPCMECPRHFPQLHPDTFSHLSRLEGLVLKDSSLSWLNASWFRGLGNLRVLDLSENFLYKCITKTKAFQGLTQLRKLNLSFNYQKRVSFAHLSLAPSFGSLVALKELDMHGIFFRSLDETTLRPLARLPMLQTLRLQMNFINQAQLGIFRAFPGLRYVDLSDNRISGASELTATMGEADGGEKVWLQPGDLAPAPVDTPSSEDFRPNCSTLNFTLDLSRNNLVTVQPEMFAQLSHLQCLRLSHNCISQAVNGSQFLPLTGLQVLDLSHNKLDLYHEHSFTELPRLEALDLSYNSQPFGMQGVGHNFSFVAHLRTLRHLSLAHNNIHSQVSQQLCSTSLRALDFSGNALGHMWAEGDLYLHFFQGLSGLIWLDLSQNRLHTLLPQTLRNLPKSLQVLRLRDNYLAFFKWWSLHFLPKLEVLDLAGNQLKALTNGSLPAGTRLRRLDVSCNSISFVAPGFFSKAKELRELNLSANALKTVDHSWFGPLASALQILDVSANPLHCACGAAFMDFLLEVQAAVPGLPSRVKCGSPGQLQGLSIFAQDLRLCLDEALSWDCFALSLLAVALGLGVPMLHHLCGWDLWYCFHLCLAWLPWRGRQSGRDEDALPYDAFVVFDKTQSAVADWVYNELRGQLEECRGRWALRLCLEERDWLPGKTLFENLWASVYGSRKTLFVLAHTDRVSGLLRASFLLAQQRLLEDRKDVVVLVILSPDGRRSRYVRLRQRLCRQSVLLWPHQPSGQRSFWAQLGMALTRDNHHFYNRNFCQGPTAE
TRAIL sens C8 = viability loss with TRAIL in NB7+C8 cells, primary screen, TRAIL sensitizer project, cell-based, ATPlite luminescence | inhibition (viability loss, TRAIL sensitization), % at 10 µM | actives 1% (n = 360,000) | AID 624354, 2012;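 active = compounds causing at least 50% loss of cell viability in the single-dose screen, relative to plate controls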
LRH-1 inv ag = LRH-1 (NR5A2) inverse agonists, primary screen, cell-based, luminescence, HEK293T, StAR-luciferase reporter. actives 0.13% (n = 360,000). LRH-1 transfected, 24 h. Nuclear receptor subfamily 5 group A member 2 (Homo sapiens), O00482. inhibition, % at 3.6 µM. AID 602396, 2012;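 active = inhibition above the mean inhibition of all tested compounds plus 3 SD, cut at about 73% in these data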;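 also: 0% = DMSO wells and 100% = reporter-only cells lacking LRH-1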
TROY NFkB inh = inhibitors of TROY-driven NF-kB signaling, primary screen, Q293 LMP1-TROYcd cells, NF-kB luciferase, uHTS. Q293 LMP1-TROYcd NF-kB luciferase reporter, 4 h. inhibition, % at 10 µM. actives 0.98% (n = 360,000). AID 1347056, 2019;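 active = compounds whose plate-normalised and pattern-corrected inhibition of the luciferase reporter signal at the single screening dose is 50% or more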
NOD2 RIPK2 PPI = NOD2-RIPK2 binding disruptors in cells, primary screen, fluorescence, CHO cells, BLA complementation; Receptor-interacting serine/threonine-protein kinase 2 (Homo sapiens), O43353; CCF4 ratio; inhibition, % at 4.98 µM; actives 0.38% (n = 360,000); AID 624267, 2012; in the data active = inhibition above about 21%;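 also: 0% = vehicle only and 100% = reference blocker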
SRC1 inh = SRC1 coactivator transcriptional activity inhibitors, primary screen, cell-based, luminescence; actives 0.12% (n = 360,000); HEK293 GAL4-SRC1 luciferase reporter; Nuclear receptor coactivator 1 (Homo sapiens), Q15788; inhibition, % at 3.6 µM;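 active = inhibition above the campaign mean plus 3 SD, with each screening campaign given its own cutoff, cut at about 60% in these data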;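 also: 0% = DMSO treated cells and 100% = gossypol at 36 µM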
COUP-TFII inh = NR2F2 transcriptional activity inhibitors, primary screen, cell-based, luciferase reporter, HEK293T, luminescence | HEK293T NGFI-A luciferase reporter | inhibition, % at 8.6 µM | actives 0.7% (n = 370,000);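 active = inhibition above a per-plate cutoff, mean inhibition of test wells between control levels plus 3 SD, cut at about 38% in these data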;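 also: cells cotransfected with COUP-TFII expression vector driving the NGFI-A reporter; 0% = median of COUP-TF2 test wells and 100% = reporter-only cells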
Vif inh = HIV Vif self-association inhibitors, primary screen, imaging, HEK293T, single point. HEK293T cells, Vif self-association by quenched fluorescence, 24 h. inhibition, % at 7.49 µM. actives 0.35% (n = 340,000). AID 602346, 2012; in the data active = inhibition above about 50%, passing the limit was not always enough; also: some results filed as inactive read as strong as hits
NCOA2 inhibitor = inhibition of GAL4-SRC2 driven luciferase reporter, primary screen, SRC2 inhibitor project, cell-based, luminescence; HEK293 GAL4-SRC2 luciferase reporter; inhibition, % at 9 µM; actives 0.17% (n = 370,000); AID 651957, 2012;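 active = inhibition above the mean inhibition of all tested compounds plus 3 SD, set per campaign, cut at about 52% in these data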;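 also: 0% = DMSO treated cells and 100% = cells given Gossypol at 36 µM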
Active calls of the source: *; x = not tested or not shown.

Codes: A = SRC3 inh; B = LMP1 NFkB inh; C = TLR9-MyD88 block; D = TRAIL sens C8; E = LRH-1 inv ag; F = TROY NFkB inh; G = NOD2 RIPK2 PPI; H = SRC1 inh; I = COUP-TFII inh; J = Vif inh; K = NCOA2 inhibitor
CCN(CC)C(=O)c1ccc(NC(=O)c2sccc2-c2ccccc2)cc1
  A = 8; B = 9; C = 0; D = -5; E = 17; F = 8; G = -4; H = -5; I = 4; J = -13; K = 18
C/C=C1\CN2[C@H]3C[C@@]45c6ccccc6N(C)[C@H]4[C@@H]2CC1C3[C@H]5O (stereo partly drawn)
  A = 12; B = 1; C = 0; D = -1; E = -1; F = 13; G = -16; H = -7; I = 6; J = -16; K = 1
COc1ccc(-n2c(-c3ccccc3Br)nc3ccccc3c2=O)cc1
  A = -23; B = 0; C = -1; D = -4; E = -11; F = 20; G = -10; H = -2; I = -34; J = -1; K = 4
COc1ccc(NP2(=O)OCC(C)(N)CO2)cc1 (stereo not drawn)
  A = -9; B = 2; C = 5; D = -26; E = -10; F = -1; G = -2; H = -6; I = -1; J = -4; K = -48
COc1ccc(-c2ccc3c(c2)CN(C(=O)NC2CCCCC2)Cc2cnnn2-3)cc1
  A = 8; B = x; C = x; D = 30; E = -13; F = 4; G = 3; H = 17; I = 27; J = -12; K = -7
CCOC(=O)c1cccc([P+](=O)O)c1
  A = 4; B = -7; C = -8; D = -2; E = -22; F = 4; G = 13; H = 2; I = 6; J = 11; K = -11
C[N+]1(C)C2CCC1CC(OC(=O)c1c[nH]c3ccccc13)C2 (stereo not drawn)
  A = -16; B = -3; C = 6; D = 1; E = -17; F = -17; G = -10; H = -4; I = 2; J = 4; K = -9
Cc1cccc(NC2=NCCCS2)c1C
  A = 14; B = -11; C = 7; D = -7; E = 15; F = 5; G = -9; H = -26; I = 24; J = -2; K = -6
c1ccc2c(CN3CCN(C4CCCCC4)CC3)c[nH]c2c1
  A = -1; B = -4; C = 0; D = 6; E = 7; F = -12; G = -2; H = -32; I = -6; J = 2; K = -7
O=C(C[N+]12CCC(CC1)C(OC(=O)c1ccccc1)C2)c1ccc([N+](=O)[O-])cc1 (stereo not drawn)
  A = 19; B = -2; C = -15; D = 1; E = -6; F = -4; G = -15; H = -7; I = -14; J = -6; K = -13
CN(C)/C=C1/C(=O)NC(=O)N(CCNc2ncc(C(F)(F)F)cc2Cl)C1=O
  A = 6; B = -3; C = 0; D = -4; E = -9; F = 6; G = 1; H = -6; I = -8; J = -2; K = -10
CCc1ccc(C2=NN(CCC(=O)N3CCC4(CC3)OCCO4)C(=O)CC2)cc1
  A = 5; B = 2; C = -5; D = 19; E = -6; F = 14; G = -6; H = 9; I = 4; J = -1; K = -12
O=C(c1cc(C(=O)NCc2ccc(Cl)cc2)c(=O)n(Cc2ccc(Cl)cc2)c1)c1cc(F)ccc1O
  A = -4; B = -2; C = -7; D = -3; E = 0; F = 13; G = -14; H = -14; I = -20; J = -10; K = 7
CCc1cc(=O)oc2cc(C)cc(OCC(=O)N3CCC(C(=O)O)(c4ccccc4)CC3)c12
  A = 8; B = 0; C = -10; D = -1; E = -32; F = 7; G = -10; H = -19; I = 8; J = 2; K = 15
CCOC(=O)c1ccc(N=Cc2c(O)n(-c3ccccc3F)c(=S)[nH]c2=O)cc1
  A = 15; B = -4; C = -2; D = -1; E = 16; F = 1; G = -1; H = -2; I = -20; J = -5; K = 9
COC(=O)C(O)(c1ccc(N(C)C(=O)c2cccs2)cc1)C(F)(F)F (stereo not drawn)
  A = 16; B = 5; C = -11; D = 16; E = 18; F = 17; G = -3; H = 3; I = 13; J = -5; K = 11
C=CCN1Cc2ccccc2-n2nncc2C1
  A = 15; B = x; C = x; D = 45; E = -1; F = -2; G = 4; H = 0; I = -17; J = 15; K = 13
Cc1ccc(NC(=O)c2cc(-c3ccccc3)n(CCCN3CCOCC3)c2C)cc1
  A = 7; B = x; C = x; D = 11; E = 5; F = -8; G = -9; H = 9; I = 13; J = 24; K = -10
O=[N+]([O-])/C=C/c1c(Cl)cccc1Cl
  A = -15; B = 0; C = -2; D = 71*; E = -18; F = 8; G = 4; H = -16; I = 0; J = -3; K = -15
COC(=O)C1=C(c2ccc(OC)c(OC)c2)C[C@@H]2CC[C@H]1N2C(=O)NCc1cccc2ccccc12
  A = -10; B = -2; C = 2; D = 4; E = -16; F = -3; G = 9; H = -2; I = 8; J = 4; K = -14
O=C1C2CCCN2C(c2cccnc2)N1c1ccc(Cl)c(Cl)c1 (stereo not drawn)
  A = 1; B = -1; C = 1; D = -11; E = -18; F = -3; G = -8; H = 0; I = -14; J = 4; K = 12
O=[N+]([O-])[N-][n+]1cnn(Cc2ccc(Cl)cc2)c1
  A = 8; B = 2; C = -12; D = -2; E = -9; F = 23; G = -5; H = -8; I = 7; J = -4; K = 6
CC(=O)O[C@@]12CO[C@@H]1C[C@H](OC1OCC(O)C(O)C1O)[C@@]1(C)C(=O)[C@H](O)C3=C(C)[C@@H](OC(=O)[C@H](O)[C@@H](NC(=O)c4ccccc4)c4ccccc4)C[C@@](O)([C@@H](OC(=O)c4ccccc4)C12)C3(C)C (stereo partly drawn)
  A = 4; B = -22; C = 4; D = 13; E = 19; F = -4; G = -1; H = -39; I = 9; J = 29; K = 7
CCOC(=O)[C@]12Cc3cc(Cl)ccc3[C@H]1N(C)C(=O)c1ccccc12
  A = x; B = x; C = x; D = 7; E = -46; F = 10; G = -14; H = x; I = 5; J = x; K = 3
O=C(Cn1c(=O)n(CC2CS2)c2ccccc21)N1CCCCC1 (stereo not drawn)
  A = -26; B = -5; C = -4; D = 2; E = -16; F = -3; G = -10; H = -24; I = -1; J = 3; K = -15

Profiles, quoted from the list. Screens in order: SRC3 inh | LMP1 NFkB inh | TLR9-MyD88 block | TRAIL sens C8 | LRH-1 inv ag | TROY NFkB inh | NOD2 RIPK2 PPI | SRC1 inh | COUP-TFII inh | Vif inh | NCOA2 inhibitor
`c1ccc2c(CN3CCN(C4CCCCC4)CC3)c[nH]c2c1` reads -1 | -4 | 0 | 6 | 7 | -12 | -2 | -32 | -6 | 2 | -7
`Cc1cccc(NC2=NCCCS2)c1C` reads 14 | -11 | 7 | -7 | 15 | 5 | -9 | -26 | 24 | -2 | -6
`O=[N+]([O-])/C=C/c1c(Cl)cccc1Cl` reads -15 | 0 | -2 | 71* | -18 | 8 | 4 | -16 | 0 | -3 | -15

The results go on:
Codes: A = SRC3 inh; B = LMP1 NFkB inh; C = TLR9-MyD88 block; D = TRAIL sens C8; E = LRH-1 inv ag; F = TROY NFkB inh; G = NOD2 RIPK2 PPI; H = SRC1 inh; I = COUP-TFII inh; J = Vif inh; K = NCOA2 inhibitor
COC(=O)C1=C(c2cccc(OCc3ccccc3)c2)C[C@@H]2CC[C@H]1N2C(=O)NCCCOC(C)C
  A = 8; B = -1; C = -1; D = -4; E = 0; F = 7; G = -8; H = -70; I = 18; J = -11; K = 22
CCCCCCC(=O)c1c(O)n(-c2ccccc2OC)c(=O)[nH]c1=O
  A = 4; B = 5; C = 9; D = -3; E = 0; F = -10; G = 0; H = -87; I = 9; J = -2; K = 0
CC(=O)N1CN2CN(C(C)=O)CC(C(=O)c3ccccc3)(C2)C1
  A = -8; B = 4; C = 5; D = -4; E = -3; F = 3; G = 2; H = -19; I = -1; J = 0; K = -8
COc1cc(C2SCC(=O)Nc3c2c(=O)[nH]n3C2CCCCCC2)cc(OC)c1OC (stereo not drawn)
  A = -13; B = -1; C = 8; D = -4; E = 25; F = 4; G = -4; H = 0; I = -14; J = 8; K = -21
COc1ccc(CCn2c(O)c(C=Nc3ccc(NC(C)=O)cc3)c(=O)[nH]c2=O)cc1OC
  A = -4; B = -3; C = x; D = 8; E = 4; F = 4; G = -1; H = 1; I = -4; J = -1; K = -11
CCCCn1c(O)c(C=NCc2ccc3c(c2)OCO3)c(=O)[nH]c1=O
  A = 14; B = -2; C = 5; D = -12; E = 5; F = 12; G = -2; H = 9; I = -6; J = -7; K = -9
Nc1ccc2c(c1)oc1ccccc12
  A = -53; B = -5; C = 12; D = -5; E = -61; F = -18; G = 0; H = -63; I = -24; J = -3; K = -63
CC12C=CC(=O)C=C1CCC1C2C(O)CC2(C)C1CCC2(C)O (stereo not drawn)
  A = -14; B = -1; C = -4; D = -15; E = 6; F = -4; G = 14; H = 5; I = 12; J = 7; K = 4
COC(=O)C1=C(c2ccc(F)cc2OCc2ccccc2)C[C@@H]2CC[C@H]1N2C(=O)NCc1ccccc1
  A = 15; B = 4; C = -3; D = 13; E = -1; F = -11; G = -12; H = 5; I = 0; J = -3; K = 21
CC1CCN(CC#CCOc2ccc(Cl)cc2)CC1
  A = -16; B = 3; C = -7; D = -3; E = -4; F = -30; G = 11; H = -6; I = -13; J = -3; K = -4
CC[N+](C)(CC)CCCOC(=O)C(O)(c1ccccc1)C1CCCCC1 (stereo not drawn)
  A = -2; B = 0; C = -4; D = -2; E = -2; F = -5; G = -1; H = -2; I = 4; J = 8; K = -13
O=[N+]([O-])c1ccc(N2CCNCC2)c(Cl)c1
  A = 0; B = -8; C = -4; D = 1; E = 1; F = -6; G = 3; H = 12; I = 4; J = 0; K = 24
COc1ccc(CNCCc2ccc(Cl)cc2)c(OC)c1OC
  A = 16; B = 11; C = -9; D = 1; E = 9; F = 12; G = -5; H = 13; I = -8; J = 3; K = 4
CCNc1nc(NC(C)(C)C)nc(SC)n1
  A = 1; B = 20; C = 3; D = -13; E = 13; F = 8; G = -12; H = 2; I = 16; J = -2; K = -10
CNC(=O)Oc1ccc(N(C)C)cc1C(C)C
  A = 4; B = 0; C = -7; D = -15; E = 2; F = 29; G = -2; H = -44; I = 6; J = -6; K = -17
O=C1CN=C(c2ccccc2)c2ccccc2N1
  A = -2; B = 1; C = 12; D = -15; E = 1; F = -6; G = 5; H = -29; I = 6; J = -1; K = -5

Some of the compounds tested (hit frequency here may not be typical).
